GPR7 antagonist: GPR7 receptor antagonists, primary screen, cell-based, fluorescence, single concentration. Neuropeptides B/W receptor type 1 (Homo sapiens), P48145. GPR7-expressing cells, fluorescence antagonist assay. inhibition, % at 4.4 µM. 1.1% of 290,000 active; in the data active = inhibition above about 16%, passing the limit was not always enough;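 also: cells stimulated with the agonist NPW; 0% = agonist with vehicle and 100% = vehicle without agonist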
PHOSPHO1 inh: PubChem AID 1565. Phosphoethanolamine/phosphocholine phosphatase (Homo sapiens), Q8TCT1. recombinant PHOSPHO1, absorbance phosphatase assay. inhibition, % at 13.3 µM. 1.1% of 290,000 active; in the data active = inhibition above about 60%
Target sequence (Q8TCT1 whole entry, looked up): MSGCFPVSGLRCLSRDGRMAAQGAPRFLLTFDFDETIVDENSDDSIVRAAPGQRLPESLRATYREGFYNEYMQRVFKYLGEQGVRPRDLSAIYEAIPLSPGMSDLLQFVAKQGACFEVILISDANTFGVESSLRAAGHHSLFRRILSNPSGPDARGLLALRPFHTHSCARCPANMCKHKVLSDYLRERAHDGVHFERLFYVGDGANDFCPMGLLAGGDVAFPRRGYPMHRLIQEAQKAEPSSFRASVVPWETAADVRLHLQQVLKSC
MEKK3 PB1 HTS: modulators of MEKK3-MEK5 PB1 binding, primary screen, biochemical, wildtype MEKK3, multiplex bead flow cytometry, Alexa488-MEK5; binding response (% of control), % at 10 µM; 1.4% of 290,000 active; bead-based flow cytometry, Alexa488-MEK5 binding to MEKK3; actives lie on both sides; 0 = blocked by unlabeled MEK5, 100 = vehicle; Mitogen-activated protein kinase kinase kinase 3 (Homo sapiens), Q99759;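 active = binding response more than 3 SD above or below the average of its plate-row segment, actives on both sides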;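 also: Alexa488 bead fluorescence after subtracting the streptavidin-only scavenger bead signal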
MEKK2 WT-MEK5: modulators of MEK5 binding to wildtype MEKK2, primary screen, biochemical, multiplex bead flow cytometry, Alexa488-MEK5. binding response (% of control), % at 10 µM. Alexa488-MEK5 binding to MEKK2 WT; actives lie on both sides. 1.1% of 290,000 active. Mitogen-activated protein kinase kinase kinase 2 (Homo sapiens), Q9Y2U5; in the data active = binding response below about 67% or above about 130%
NALP1 inh: NALP1 inflammasome inhibitors in reconstituted yeast, colorimetric, S. cerevisiae, triplicate retest. S. cerevisiae NALP1/ASC/caspase-1 growth, X-gal OD620, 72 h. inhibition, % at 10 µM. 0.61% of 280,000 active; in the data active = inhibition mostly above about 24%, no sharp cut-off; inactive = mostly below about 32%; also: some compounds called inactive have numbers as strong as hits
V1R ag counter: agonists of human V1a receptor, primary screen, counter-screen for OXTR agonist project, fluorescence, CHO-V1R cells | Fluo-8 calcium fluorescence, agonist mode; 0% DMSO, 100% 3 nM vasopressin | activation, % at 3 µM | 0.25% of 320,000 active | AID 2797, 2010;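 active = activation above the mean activation of all tested compounds plus 3 SD, per screening run, cut at about 20% in these data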;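 also: signal is peak over basal fluorescence ratio across a 100 second FLIPR read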
MEKK2 mut-MEK5: MEK5 binding signal on mutant MEKK2 PB1, primary screen, biochemical, multiplex bead flow cytometry, Alexa488-MEK5; Alexa488-MEK5 binding to MEKK2 mutant; percent response, % at 10 µM; 0.35% of 290,000 active; in the data active = percent response above about 24%, passing the limit was not always enough; also: inactives centre near 1; some results filed as inactive read as strong as hits; reference of the scale not given here
OXTR ag: human OXTR agonists, primary screen, fluorescence, CHO-OTR cells, Fluo-8 calcium | Oxytocin receptor (Homo sapiens), P30559 | Fluo-8 calcium fluorescence; normalized: DMSO 0%, oxytocin 100% | activation, % at 3 µM | 0.32% of 320,000 active | AID 2435, 2010;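 active = activation above the mean of all tested compounds plus 3 SD, cutoff set per screening run, cut at about 20% in these data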;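 also: peak over basal fluorescence ratio from a 100 s FLIPR kinetic read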
Target sequence (P30559 whole entry, looked up): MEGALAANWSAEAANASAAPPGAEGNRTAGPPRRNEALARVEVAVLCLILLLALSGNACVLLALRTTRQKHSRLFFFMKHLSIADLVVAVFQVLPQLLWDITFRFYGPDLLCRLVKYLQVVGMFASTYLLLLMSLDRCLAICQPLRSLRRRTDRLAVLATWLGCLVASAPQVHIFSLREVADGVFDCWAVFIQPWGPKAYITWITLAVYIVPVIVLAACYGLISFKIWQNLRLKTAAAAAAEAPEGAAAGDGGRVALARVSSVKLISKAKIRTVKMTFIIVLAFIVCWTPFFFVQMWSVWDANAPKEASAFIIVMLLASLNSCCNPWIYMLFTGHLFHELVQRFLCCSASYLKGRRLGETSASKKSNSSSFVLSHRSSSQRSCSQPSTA
GalR3 antagonist: GalR3 antagonists in HEK293 cells, primary screen, cell-based, fluorescence readout | Galanin receptor type 3 (Homo sapiens), O60755 | HEK293 GalR3-CNG cAMP membrane potential fluorescence; galR3 body fused to GalR1 C-terminus | inhibition, % at 3 µM | 0.44% of 360,000 active;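 active = inhibition above the screen-wide average plus 3 SD, cut at about 13% in these data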;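 also: forskolin and galanin both at EC90 stimulate the cells; cAMP rise reported by CNG channel membrane potential dye signal; 0% = forskolin plus galanin with DMSO and 100% = forskolin alone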
Target sequence (O60755 1-299 limits assumed): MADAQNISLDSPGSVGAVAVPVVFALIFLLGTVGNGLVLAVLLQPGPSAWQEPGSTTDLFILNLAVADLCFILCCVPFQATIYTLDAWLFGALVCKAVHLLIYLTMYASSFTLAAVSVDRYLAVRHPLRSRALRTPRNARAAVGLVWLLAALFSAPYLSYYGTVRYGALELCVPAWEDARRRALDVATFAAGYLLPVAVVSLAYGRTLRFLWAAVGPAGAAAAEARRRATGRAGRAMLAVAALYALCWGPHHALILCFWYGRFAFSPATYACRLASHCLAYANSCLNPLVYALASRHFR
The depositor's hits bear a star; . = not tested or not shown. Outcome played no part in choosing rows, and some 5.4% of all compounds hit somewhere here.

SMILES	GPR7 antagonist	PHOSPHO1 inh	MEKK3 PB1 HTS	MEKK2 WT-MEK5	NALP1 inh	V1R ag counter	MEKK2 mut-MEK5	OXTR ag	GalR3 antagonist
Nn1cnnc1SC1CCCCC1NS(=O)(=O)c1ccccc1 (configuration not stated)	-10	-3	102	100	1	-0.6	-3	-0.3	-6
COC(=O)c1cc(S(=O)(=O)N(C)c2ccc(C)c(C)c2)c[nH]1	-5	23	100	98	3	1.7	-3	1.6	-10
CCOC(=O)NC(=O)CSc1nc(C)cc(C(F)(F)F)c1C#N	-20	-39	107	105	-1	0.9	2	0.2	-3
COc1ccc(C(=O)C(OC(=O)c2ccccc2Cl)c2ccccc2)cc1 (configuration not stated)	-5	-16	107	97	30	1.6	16	2.4	-6
Cc1[nH]n(-c2cccc(Cl)c2)c(=O)c1C=NCC(C)C	-5	16	100	96	18	0.3	-5	0.1	-4
N=c1ncn(Cc2ccccc2)c2nc(SCCOc3ccccc3)[nH]c12	-13	-21	102	116	8	11	17	6.5	2
NS(=O)(=O)c1cccc(NC(=S)NC(=O)C23CC4CC(CC(C4)C2)C3)c1	-22	-5	104	102	18	3.4	-1	0.0	-3
CC(C)C(c1nnnn1CCc1ccccc1)N1CCN(C(=O)c2ccco2)CC1 (configuration not stated)	-3	3	103	103	-11	.	4	.	4
CN(CC(=O)Nc1ccc(F)c(F)c1F)C(=O)C1=COCCO1	-8	32	102	109	2	-0.4	4	-0.6	-2
Cc1cc(Cl)c(S(N)(=O)=O)cc1OCC(=O)NC1CCCCC1	-4	26	105	108	20	0.7	8	0.1	-4
Cc1cccc(NC(=O)NCCc2c[nH]c3ccccc23)c1	9	15	101	102	-2	0.2	0	0.5	-3
Cc1ccc(OC(C)c2nnc(N)s2)cc1Cl (configuration not stated)	14	4	.	.	8	4.7	.	7.0	1
O=C1c2oc3ccccc3c(=O)c2C(c2cccc(O)c2)N1CCCN1CCOCC1 (configuration not stated)	-8	-13	99	102	2	0.7	2	0.8	3
Cc1nccn1-c1ncnc2sc3c(c12)CCCC3	1	-6	86	87	1	-0.6	-11	-0.8	-5
CC1(C(=O)O)CCC(C(=O)NC2CCCCCC2)C1(C)C (configuration not stated)	-9	-16	94	102	-21	1.3	4	1.2	-6
CCCNc1nc(C)c(C(C)=O)cc1C#N	-4	8	90	89	-16	-0.5	-7	-0.7	3
CC(C)NS(=O)(=O)c1ccc(NC(=O)CCc2ccccc2)cc1	-9	30	98	95	19	2.0	-4	4.3	-8
NS(=O)(=O)c1ccc(CCNS(=O)(=O)c2ccc(Cl)nc2)cc1	-9	6	102	100	11	0.4	2	0.0	-4
C/C(CCC(=O)OC[C@H]1O[C@H](C#Cc2ccccc2)C=C[C@@H]1Oc1ccc(C)cc1)=N\O[C@@H](C)CN1CCCCc2nc(C)c(C)cc21	-6	4	105	103	18	.	-2	.	.
C=CCOc1c(Br)cc(CNn2nnnc2N)cc1OC	-2	-3	100	98	25	3.2	4	2.6	0
CSc1ccccc1C(=O)NCC1CCCO1 (configuration not stated)	8	26	102	104	0	-0.3	4	-0.4	-5
COc1ccc(N2CCN(C(=O)c3cc(=O)c4cc(C)c(C)cc4o3)CC2)cc1	5	20	102	103	4	0.6	2	0.0	-11
COc1ccc(N=c2ssnc2Cl)cc1	9	77*	99	103	7	1.8	9	1.0	.
O=C(CN(C(=O)CCC(=O)Nc1nccs1)c1ccc(F)cc1)NCc1ccc2c(c1)OCO2	19	48	102	103	27	0.1	-3	-0.9	-11
Cc1ccc2nc(-c3ccncc3)c(Nc3ccccc3)n2c1	-6	-1	95	95	-17	-0.4	-2	-2.2	0
Cn1cccc1/C=N/NC(=O)c1cc(-c2cccs2)nc2ccccc12	-5	1	98	97	17	-0.5	-1	-1.7	-2
Cc1ccc(-c2nn(-c3ccccc3)cc2C(=O)OCC(=O)Nc2ncc(Cl)cc2Cl)cc1	-9	-2	98	96	28	-0.3	-2	-0.5	-2
COc1ccc(OC)c(/C=N/NC(=O)CC2C(=O)NN=C2C)c1 (configuration not stated)	2	16	105	112	-10	0.8	7	-0.2	-1
CCC(C)[C@@H](N)C(=O)N/N=C/c1ccc2ncccc2c1 (some centres not stated)	-10	-15	119	107	22	0.5	0	0.6	-1
O=C1CS/C(=N/N=C2C3CC4CC(C3)CC2C4)N1	-3	-21	115	103	23	0.4	2	0.6	-10
Cn1cc(C(=O)Nc2ccccn2)c(=O)c2ccccc21	1	36	97	100	11	.	-3	.	-10
COc1cccc(C2C(C(=O)/C=C/c3ccco3)=C(O)C(=O)N2CCN2CCOCC2)c1 (configuration not stated)	-10	-1	103	97	11	0.1	3	1.1	-1
COc1ccccc1S(=O)(=O)CC(O)COc1ccc(F)cc1Cl (configuration not stated)	-14	37	101	102	5	0.3	3	-0.4	-1
CCCS(=O)(=O)N1CCN(Cc2c[nH]c3ccccc23)CC1	0	32	100	99	14	-0.5	-5	-0.4	-1
COc1ccc(C(=O)NCC(=O)NCC(=O)OCC(=O)c2cccs2)cc1	2	-20	95	98	22	0.8	-2	0.4	4
CNC(=O)NC(=O)COc1ccc2oc3c(c2c1)CCCC3	-10	15	97	95	2	0.0	-1	-0.4	-7
O=C(NC(Cc1c[nH]c2ccccc12)C(=O)Nc1ccc(OC(F)(F)F)cc1)c1cccs1 (configuration not stated)	-10	-10	98	113	17	0.6	1	-0.7	-8
O=C1CCCN1CCCNc1nc2c(S(=O)(=O)c3ccccc3)nnn2c2ccc(Cl)cc12	-11	26	97	100	7	2.1	1	-1.4	-3
CCCn1c(NC(=O)c2ccc(Br)cc2)nc2ccccc21	0	3	95	96	-6	-0.1	-7	-0.8	-5
COc1ccccc1NC(=O)C1=C(C)NC(=O)NC1c1cc(C)cs1 (configuration not stated)	-1	3	97	98	31	1.5	-1	-0.1	-4

Single entries from the entries so far.
`CCCS(=O)(=O)N1CCN(Cc2c[nH]c3ccccc23)CC1` | MEKK2 WT-MEK5: 99
`Cc1ccc2nc(-c3ccncc3)c(Nc3ccccc3)n2c1` | MEKK2 mut-MEK5: -2
`O=C(CN(C(=O)CCC(=O)Nc1nccs1)c1ccc(F)cc1)NCc1ccc2c(c1)OCO2` | PHOSPHO1 inh: 48
`CCC(C)[C@@H](N)C(=O)N/N=C/c1ccc2ncccc2c1` (some centres not stated) | OXTR ag: 0.6

Going on with the list.
SMILES	GPR7 antagonist	PHOSPHO1 inh	MEKK3 PB1 HTS	MEKK2 WT-MEK5	NALP1 inh	V1R ag counter	MEKK2 mut-MEK5	OXTR ag	GalR3 antagonist
O=C1CCc2cc(S(=O)(=O)NCCC(=O)NC3CCN(Cc4ccccc4)CC3)ccc2N1	4	16	107	105	-6	0.1	1	1.2	-3
CN(C)CCCNC(=S)N(CCCN(C)C)Cc1cc2cc3c(cc2[nH]c1=O)OCO3	-10	13	101	112	12	0.2	8	-0.4	-6
CCOC(=O)c1sc(=S)n(C)c1C	13	10	116	118	25	-1.5	5	-1.7	2
O=C1c2ccccc2S(=O)(=O)N1Cc1cccc(S(=O)(=O)N2CCOCC2)c1	-14	9	102	101	15	6.2	0	4.2	-1
O=C(CCC1CCN(C(=O)Cc2c(F)cccc2F)CC1)NC1CC1	15	1	100	91	17	0.5	-2	-0.1	-4
N#CC1=C2SCN(Cc3ccco3)CN2C(=O)CC1c1ccccc1F (configuration not stated)	0	83*	99	98	40	0.8	1	0.5	.
OCc1ccccc1OCCOc1ccc(Cl)c2cccnc12	-8	-18	101	105	-2	2.3	4	2.0	-7
CC(C)CCN1NC2(CCCC(C)C2)NC1=S (configuration not stated)	-14	42	103	108	-7	0.2	3	-1.1	1
C(=C\c1ccccc1)/C=N/Nc1nncc(-c2ccccc2)n1	-11	-11	131*	109	32	-0.8	0	0.7	0
CC(=O)Nc1ccc(NC(=O)CN(c2ccc([N+](=O)[O-])cc2)S(=O)(=O)c2ccccc2)cc1	-18	67*	103	100	-10	-0.8	4	0.5	-6
CC1CCCC(C(=O)OCc2ccccc2)N1 (configuration not stated)	5	0	101	100	-59	0.9	1	1.1	-5
CCOC(=O)c1c(CC(C)C)csc1NC(=O)C(C)C	6	1	103	105	6	-0.5	11	-2.3	0
CC(=O)CC(=O)Nc1ccc(Nc2ccccc2)cc1	-7	5	100	97	33	0.7	-2	-1.2	-9
N/C(=N\OC(=O)CCC1CCCCC1)c1cccc([N+](=O)[O-])c1	-10	27	100	96	10	0.7	-1	3.3	.
Cc1ccc(S(=O)(=O)CCC(=O)OCC(=O)c2c[nH]c3ccccc23)cc1	17	33	101	102	28	0.9	0	1.0	4
COCCNC(=O)CS(=O)Cc1nc(-c2ccc(Cl)cc2)oc1C (configuration not stated)	-4	-2	.	.	-3	-1.1	.	-1.8	.
COc1ccc(/C=N/n2c(-c3n[nH]c4c3CCC4)n[nH]c2=S)c(OC)c1OC	-12	44	106	106	-25	-0.7	6	-2.2	-2
CC(C)c1ccc(N(CC(=O)NCc2ccco2)C(=O)CCC(=O)Nc2nccs2)cc1	6	-4	106	102	8	1.4	0	2.2	-12
Cn1c(N)c(N2CCCCC2)c(=O)n(CC(=O)Nc2ccc(Cl)c(Cl)c2)c1=O	3	14	98	101	11	-0.9	-2	-1.5	-6
O=C(/C=C/c1ccc(OC(F)F)cc1)Nc1cccc(S(=O)(=O)N2CCOCC2)c1	-6	5	104	104	13	13	-1	8.7	-4
COc1ccc(OC)c(NC(=O)COC(=O)C2CCN(C(=O)c3ccc(Cl)cc3)CC2)c1	-7	28	104	101	16	0.6	7	-1.5	1

Some entries already given, reduced to PHOSPHO1 inh, V1R ag counter and GPR7 antagonist:
Structure | PHOSPHO1 inh | V1R ag counter | GPR7 antagonist
CCOC(=O)c1sc(=S)n(C)c1C | 10 | -1.5 | 13
Cn1c(N)c(N2CCCCC2)c(=O)n(CC(=O)Nc2ccc(Cl)c(Cl)c2)c1=O | 14 | -0.9 | 3
O=C(CCC1CCN(C(=O)Cc2c(F)cccc2F)CC1)NC1CC1 | 1 | 0.5 | 15
COc1ccc(OC)c(NC(=O)COC(=O)C2CCN(C(=O)c3ccc(Cl)cc3)CC2)c1 | 28 | 0.6 | -7

5 of the compounds above, with bars between the fields.
SMILES | GPR7 antagonist | PHOSPHO1 inh | MEKK3 PB1 HTS | MEKK2 WT-MEK5 | NALP1 inh | V1R ag counter | MEKK2 mut-MEK5 | OXTR ag | GalR3 antagonist
COc1ccc(OC)c(NC(=O)COC(=O)C2CCN(C(=O)c3ccc(Cl)cc3)CC2)c1 | -7 | 28 | 104 | 101 | 16 | 0.6 | 7 | -1.5 | 1
CC1(C(=O)O)CCC(C(=O)NC2CCCCCC2)C1(C)C (configuration not stated) | -9 | -16 | 94 | 102 | -21 | 1.3 | 4 | 1.2 | -6
COC(=O)c1cc(S(=O)(=O)N(C)c2ccc(C)c(C)c2)c[nH]1 | -5 | 23 | 100 | 98 | 3 | 1.7 | -3 | 1.6 | -10
NS(=O)(=O)c1ccc(CCNS(=O)(=O)c2ccc(Cl)nc2)cc1 | -9 | 6 | 102 | 100 | 11 | 0.4 | 2 | 0.0 | -4
COc1ccc(C(=O)NCC(=O)NCC(=O)OCC(=O)c2cccs2)cc1 | 2 | -20 | 95 | 98 | 22 | 0.8 | -2 | 0.4 | 4
